LGR2 antag: blocks bursicon-induced cAMP signaling via Drosophila LGR2; HEK293 LGR2, CRE-luciferase, bursicon-stimulated, 4 h; inhibition, % at 9.99 µM; 380,000 tested, 0.35% active;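 active = drop in luminescence signal, shown as inhibition above about 50% in the replicate tests, limit read from the data, passing the limit was not always enough; inconclusive = probably only some replicates passing the limit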;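 also: agonist challenge used bursicon conditioned medium at about half maximal strength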
DENV2 CPE: protects cells from dengue virus 2 cytopathic effect; DENV2-infected cells, cytopathic effect rescue, plate reader; CPE inhibition, % at 9.99 µM; 350,000 tested, 1.7% active; in the data active = CPE inhibition above about 20%, passing the limit was not always enough; inconclusive = no clear call, values can overlap the other calls; tested in BHK-21 cells;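 also: 0% = median of neutral control wells and 100% = median of positive control wells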
SIRT5 block: blocks human SIRT5 desuccinylation of peptide; Q9NXA8; Purified SirT5, succinyl-peptide AMC, trypsin-coupled fluorescence; inhibition, % at 15 µM; 330,000 tested, 1.1% active; AID 652115; in the data active = inhibition above about 15%; inconclusive = no clear call, values can overlap the other calls
Target sequence (Q9NXA8 whole entry, looked up): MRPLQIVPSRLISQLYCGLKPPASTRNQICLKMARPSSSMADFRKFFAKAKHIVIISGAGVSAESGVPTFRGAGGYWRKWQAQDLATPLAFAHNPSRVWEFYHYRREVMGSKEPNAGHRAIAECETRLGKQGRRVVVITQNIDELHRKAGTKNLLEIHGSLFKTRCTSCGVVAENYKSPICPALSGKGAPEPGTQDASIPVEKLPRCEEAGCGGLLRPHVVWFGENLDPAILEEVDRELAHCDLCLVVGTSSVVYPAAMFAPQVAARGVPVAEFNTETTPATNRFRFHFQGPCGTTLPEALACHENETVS
CASP6 VEID inh: blocks human caspase-6 cleavage activity; P55212; purified caspase-6, Z-VEID-R110 cleavage fluorescence; inhibition, % at 12.5 µM; 350,000 tested, 0.53% active;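 active = mean inhibition across replicates at least about 35%, with every replicate also reaching that limit, limit read from the data; inconclusive = only one of the two criteria met; inactive = neither criterion met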;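 also: 0% = median of neutral control wells and 100% = no fluorescence left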
Target sequence (P55212 24-179 limits assumed): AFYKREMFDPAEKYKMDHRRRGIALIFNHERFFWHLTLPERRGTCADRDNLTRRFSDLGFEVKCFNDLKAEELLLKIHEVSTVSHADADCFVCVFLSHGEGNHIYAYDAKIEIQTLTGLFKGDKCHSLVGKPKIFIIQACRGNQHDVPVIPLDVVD
Target sequence (P55212 194-293 limits assumed): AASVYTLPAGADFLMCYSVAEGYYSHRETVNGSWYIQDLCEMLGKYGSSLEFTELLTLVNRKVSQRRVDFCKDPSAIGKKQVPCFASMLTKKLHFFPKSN
PAX8 reporter: inhibitors of PAX8 transcriptional activity in RMG-I cells; 360,000 tested, 1.2% active; RMG-I TPO-luciferase reporter, SteadyGlo, 24 h; inhibition, % at 12.6 µM;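 active = mean replicate inhibition at least 60% with every replicate also reaching 60%; inconclusive = only one of the two criteria is met; inactive = mean below 60% and not all replicates reaching 60%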;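 also: luciferase light reporting Pax8 driven TPO promoter activity; plate controls were median of neutral control wells for no effect and mitoxantrone controls for full effect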
EWS-Fli block: inhibitors of EWS/Fli oncoprotein transcriptional activity; A673 NR0B1-luciferase reporter, viability-normalised; inhibition, % at 12.6 µM; 350,000 tested, 0.67% active;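 active = mean inhibition of at least 50% after viability correction, with every replicate also passing that limit; inconclusive = mean reaches 50% but only one of two replicates passes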;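 also: firefly luciferase signal divided by Alamar Blue viability fluorescence both relative to DMSO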
ARNT TACC3 PPI: disrupts binding between human ARNT and TACC3; AlphaScreen His-ARNT PAS-B/GST-TACC3 binding, luminescence; TACC3 fragment carries E629A point mutation; inhibition, % at 9.99 µM; 390,000 tested, 0.66% active; AID 623870;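 active = mean inhibition of replicates at least 50% and at least half of replicates each reaching 50%; inconclusive = half or more replicates reach 50% but mean below 50%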;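 also: 0% = complete ARNT plus TACC3 wells and 100% = ARNT alone without TACC3; many hits fall short of the cut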
Numbers without * were called inactive; ? = inconclusive; · = not tested or not shown; & = joins results of further samples.

#1 O=C(CC1C(=O)NCCN1Cc1ccc(F)cc1)NC1CCCCCCC1 (centres undefined)
#2 Cc1ccc(N(CC(=O)NCC2CCCO2)C(=O)CCC(=O)Nc2cc(C)on2)cc1 (centres undefined)
#3 O=C(Oc1cccc(Cl)c1)N1CCOCC1
#4 C[C@H](CO)N1C[C@H](C)[C@H](CN(C)CC2CC2)Oc2ccc(NS(=O)(=O)c3ccccc3)cc2C1=O
#5 CCn1cc(CCC(=O)NC(C)c2ccccc2)c2ccccc21 (centres undefined)
#6 O=C(OCC(=O)N1CCN(c2ccccc2)CC1)c1ccc([N+](=O)[O-])s1
#7 C[C@@H]1CN([C@@H](C)CO)C(=O)c2cc(-c3ccc(F)cc3)cnc2O[C@@H]1CN(C)C(=O)C1CCC1
#8 N#C[C@@H]1[C@H](c2ccc(-c3cccnc3)cc2)[C@H](CO)N1C(=O)C1CC1
#9 O=C(NCc1ccco1)c1ccc([N+](=O)[O-])o1
#10 COCC(=O)Nc1ccc2c(c1)C(=O)N(C)C[C@H](OC)[C@H](C)CN(C(=O)c1ccccn1)[C@@H](C)CO2

Compound	1	2	3	4	5	6	7	8	9	10
SIRT5 block	3	-1	·	-2	0	-2	-2	5	0	5
ARNT TACC3 PPI	-4	-1	16	1	2	·	-10	-34	4	-4
DENV2 CPE	7	-6	-4	-6	-5	-3	-8	-6	-5	65*
CASP6 VEID inh	0	-1	0	-1	-1	22	-1	0	·	3
LGR2 antag	-23	-7	2	-15	-15	2	3	9	-2	-8
EWS-Fli block	12	-1	-5	-2	7	-24	-1	-1	5	3
PAX8 reporter	7	-1	13	3	10	4	·	12	15	-3

One compound at a time, as listed above:
Listed for C[C@H](CO)N1C[C@H](C)[C@H](CN(C)CC2CC2)Oc2ccc(NS(=O)(=O)c3ccccc3)cc2C1=O → SIRT5 block = -2; ARNT TACC3 PPI = 1; DENV2 CPE = -6; CASP6 VEID inh = -1; LGR2 antag = -15; EWS-Fli block = -2; PAX8 reporter = 3
Listed for N#C[C@@H]1[C@H](c2ccc(-c3cccnc3)cc2)[C@H](CO)N1C(=O)C1CC1 → SIRT5 block = 5; ARNT TACC3 PPI = -34; DENV2 CPE = -6; CASP6 VEID inh = 0; LGR2 antag = 9; EWS-Fli block = -1; PAX8 reporter = 12

Further results follow:
#11 O=C(Nc1ccc(C(O)c2ccccc2)cc1)[C@@H]1O[C@H](CO)[C@H](O)[C@H](O)[C@H]1O (some centres undefined)
#12 Cn1c(C(=O)NCCOc2ccccc2Cl)cc(=O)n(C)c1=O
#13 O=C1CC(C(=O)Nc2ccc(Br)cc2)S/C(=N\N=C\c2ccco2)N1 (centres undefined)
#14 O=C(Cc1ccccc1)Nc1ccc(NC(=O)c2ccco2)cc1Cl
#15 CC(=O)NC1=NN(C(C)=O)C(c2ccc(C)cc2)S1 (centres undefined)
#16 CC(=O)C1=C(O)C(=O)N(c2ccc(O)cc2)C1c1cccc([N+](=O)[O-])c1 (centres undefined)
#17 Cc1ccccc1S(=O)(=O)N1C[C@H](O)COC[C@H]2O[C@@H](CC(=O)NCCc3ccccc3)CC[C@@H]21
#18 O=C(c1ccc2c(c1)OCO2)C1CCCN(C2CCN(CCc3ccccc3)CC2)C1 (centres undefined)
#19 CC(=O)N1CC2(c3ccccc3)CN(C(C)=O)CC(c3ccccc3)(C1)C2=O
#20 Cn1cc(CN2CCCC(C(=O)c3ccc(-c4ccccc4)c(F)c3)C2)cn1 (centres undefined)

Compound	11	12	13	14	15	16	17	18	19	20
SIRT5 block	·	-6	-2	3	-2	3	5	-1	-1	-1
ARNT TACC3 PPI	·	-3	-2	1	-2	7	-1	5	9	·
DENV2 CPE	7	-1	-3	3	-6	10	0	-1	-1	-6
CASP6 VEID inh	7	-3	2	0	-2	0	-6	-4	1	0
LGR2 antag	-24	7	7	-18	·	6	-15	3	4	-20
EWS-Fli block	-18	-2	1	-9	-9	-5	-6	20	3	3
PAX8 reporter	2	-1	0	1	-16	-4	-6	9	5	13

#21 O=C(C[C@H]1CC[C@@H]2[C@H](COC[C@@H](O)CN2Cc2ccc(Oc3ccccc3)cc2)O1)Nc1nccs1
#22 C[C@@H]1CN([C@H](C)CO)C(=O)c2cc(NS(=O)(=O)c3ccc(F)cc3)ccc2O[C@@H]1CN(C)S(=O)(=O)c1cn(C)cn1
#23 Cc1ccc(S(=O)(=O)N2CCC(C(=O)NCCC3=CCCCC3)CC2)c(C)c1
#24 Cc1ccc(OCCn2cnc3ccccc3c2=O)c([N+](=O)[O-])c1
#25 COc1ccc(NC(=O)Nc2ccc(CC(=O)O)cc2)cc1
#26 CC(C)(C)[C@H]1COC(=O)[C@H](Cc2ccc(F)cc2)CC/C=C/C[C@@H](CC(=O)N[C@H](CO)Cc2ccccc2)C(=O)N1
#27 CC1CCCN(CCCNC(=O)c2nn(C)c3c2CSc2ccccc2-3)C1 (centres undefined)
#28 Cc1noc(C)c1S(=O)(=O)Nc1ccc2c(c1)C(=O)N([C@@H](C)CO)C[C@H](C)[C@H](CN(C)C(=O)c1ccncc1)OCCCC[C@@H](C)O2
#29 CCn1cc(S(=O)(=O)NCCc2ccccc2OC)cn1
#30 Cc1ccc(C(=O)CSc2ccc(-c3ccccc3)nn2)cc1

Compound	21	22	23	24	25	26	27	28	29	30
SIRT5 block	3	-1	-6	-1	-2	3	-4	3	-1	1
ARNT TACC3 PPI	0	·	1	-8	-11	1	2	-4	-25	-4
DENV2 CPE	-1	-5	-9	7	0	16	4	-6	-4	1
CASP6 VEID inh	-2	0	1	0	-2	-3	-3	-3	-5	0
LGR2 antag	2	-9	-30	-35	1	-1	-14	-6	-1	5
EWS-Fli block	20	-9	-1	-52	4	5	·	-6	13	-11
PAX8 reporter	18	·	10	-86	6	11	11	4	6	10

#31 C[C@@H]1CN([C@@H](C)CO)C(=O)Cc2cc(NS(=O)(=O)c3cn(C)cn3)ccc2O[C@@H]1CN(C)S(=O)(=O)c1cccs1
#32 C/C=C/c1ccc2c(c1)O[C@@H](CN(C)C(=O)c1ccncc1)[C@H](C)CN([C@@H](C)CO)S2(=O)=O
#33 CCN(C(=O)COC(=O)c1ccc([N+](=O)[O-])o1)C1CCCCC1
#34 COc1ccc(OC)c(S(=O)(=O)NC2CCCCNC2=O)c1 (centres undefined)
#35 CCc1cc(=O)[nH]c(SCC(=O)N2CCC(Cc3ccccc3)CC2)n1
#36 COc1cc(C#Cc2c(C=O)n(C)c3ccccc23)cc(OC)c1
#37 COc1ccc(CC(NC(C)=O)C(=O)NC2CCN(c3nc(C)cc(C)c3C#N)CC2)cc1OC (centres undefined)
#38 COc1cc(/C=C(/C#N)C(=O)Nc2ccccc2)ccc1OCc1ccc(C(=O)O)cc1
#39 Cc1cc(N2CC(C(=O)Nc3nccs3)CC2=O)ccc1C(C)C (centres undefined)
#40 COc1ccc(CN(C)CC(=O)Nc2ccccc2C(=O)NC2CC2)cc1

Compound	31	32	33	34	35	36	37	38	39	40
SIRT5 block	-2	-1	-2	-2	-1	32*	-1	-8	-1	-1
ARNT TACC3 PPI	5	-5	31	-1	3	-7	-6	8	-16	-1
DENV2 CPE	12	-8	4	-3	-2	-13	1	2	-3	-6
CASP6 VEID inh	·	0	7	-1	-3	-3	2	37*	2	1
LGR2 antag	-3	-10	-23	1	7	-9	-15	1	-2	5
EWS-Fli block	-6	-7	-2	10	6	-8	1	-25	-1	10
PAX8 reporter	-22	3	3	2	-1	2	14	-62	10	5

#41 CCC(=O)Nc1ccc2c(c1)OC[C@H](C)N(CC1CC1)C[C@H](C)[C@@H](OC)CN(C)C2=O
#42 COc1ccc(S(=O)(=O)NCc2cccnc2)cc1
#43 COC(=O)c1c(NC(=O)c2ccco2)sc(C(=O)Nc2ccc(F)cc2)c1C
#44 O=C1c2ccccc2C(O)N1c1ccc(Cl)cc1 (centres undefined)
#45 CN(Cc1cn[nH]c1-c1cc2ccccc2o1)CC1CCOCC1
#46 CCn1c(CSCc2ccccc2)n[nH]c1=S
#47 C[C@@H]1CN([C@H](C)CO)C(=O)c2cc(NC(=O)Nc3cccc4ccccc34)ccc2O[C@@H](C)CCCCO[C@@H]1CN(C)Cc1ccccc1
#48 COc1ccc(-c2csc(NC(=S)NC(=O)/C=C/c3ccccc3)n2)cc1Br
#49 CCC(=O)N1CCC2(CC1)CN(Cc1cccc(Cl)c1)[C@@H](CO)c1[nH]c3cc(OC)ccc3c12
#50 O=C(C1=C[C@@H](c2ccc(C(F)(F)F)cc2)C[C@@H](OCCCCO)O1)N1CCCCCCC1

Compound	41	42	43	44	45	46	47	48	49	50
SIRT5 block	0	-3	-4	7	-4	37*	-1	1	2	·
ARNT TACC3 PPI	·	-4	-4	-7	-1	·	17	·	·	-3
DENV2 CPE	-9	-1	-2	10	4	-5	-25	6	-1	5
CASP6 VEID inh	2	-5	0	-1	-2	-3	-4	1	-1	-2
LGR2 antag	-2	-4	-17	-29	16	-3	1	·	0	-3
EWS-Fli block	·	1	-70	-34	1	0	?	17	10	-1
PAX8 reporter	·	-27	·	-15	14	5	37	-16	·	4

#51 CCN(C(=O)CSc1nnc(-c2ccccc2Br)o1)C1CCS(=O)(=O)C1 (centres undefined)
#52 O=C(Nc1ccc(S(=O)(=O)NC2=NCCCCC2)cc1)C1COc2ccccc2O1 (centres undefined)
#53 C=CCNC(=S)NNC(=O)c1cccnc1
#54 C/C(Cc1ccccc1)=N\NC(=O)CNC(=O)c1ccccc1
#55 C=CCc1c(C)nc2ccc(C(=O)OCC)cc2c1Cl
#56 C[C@H](CO)N1C[C@H](C)[C@@H](CN(C)C(=O)c2cnccn2)Oc2cc(C#CCC3CCCC3)ccc2S1(=O)=O
#57 CSc1ncc(OCc2ccccc2)c(=O)[nH]1
#58 S=c1[nH]nc(CCc2ccc(Cl)cc2)o1
#59 COc1ccc(N2CCN(C(=O)CSc3ccc(C)cc3)CC2)cc1
#60 CCC(C)(O)c1cnc(CC(C)C)c(=O)n1O (centres undefined)

Compound	51	52	53	54	55	56	57	58	59	60
SIRT5 block	·	-2	2	-3	3	-1&5&6	1	-3	-4	0
ARNT TACC3 PPI	·	1	-7	-10	-1	-4&2	-7	·	22	·
DENV2 CPE	-4	-4	-1	9	3	6&14&1	1	6	8	2
CASP6 VEID inh	5	0	1	0	-2	7&1&-1	0	2	-1	-8
LGR2 antag	17	10	1	-35	-50	-12&3	2	-7	1	-9
EWS-Fli block	5	3	14	-12	12	3&-9&10	-2	-7	-7	-1
PAX8 reporter	4	-7	-3	0	-31	9	-5	7	1	·

Structures above that contain a Cl atom:
#3 O=C(Oc1cccc(Cl)c1)N1CCOCC1
#12 Cn1c(C(=O)NCCOc2ccccc2Cl)cc(=O)n(C)c1=O
#14 O=C(Cc1ccccc1)Nc1ccc(NC(=O)c2ccco2)cc1Cl
#44 O=C1c2ccccc2C(O)N1c1ccc(Cl)cc1 (centres undefined)
#49 CCC(=O)N1CCC2(CC1)CN(Cc1cccc(Cl)c1)[C@@H](CO)c1[nH]c3cc(OC)ccc3c12
#55 C=CCc1c(C)nc2ccc(C(=O)OCC)cc2c1Cl
#58 S=c1[nH]nc(CCc2ccc(Cl)cc2)o1

Compound	3	12	14	44	49	55	58
SIRT5 block	·	-6	3	7	2	3	-3
ARNT TACC3 PPI	16	-3	1	-7	·	-1	·
DENV2 CPE	-4	-1	3	10	-1	3	6
CASP6 VEID inh	0	-3	0	-1	-1	-2	2
LGR2 antag	2	7	-18	-29	0	-50	-7
EWS-Fli block	-5	-2	-9	-34	10	12	-7
PAX8 reporter	13	-1	1	-15	·	-31	7
